BoNT-F LC inh: BoNT F light chain protease inhibition | 360,000 compounds, 0.22% hits | Multiplex microsphere protease cleavage assay, flow cytometry | inhibition, % at 10 µM; in the data active means inhibition above about 35%, passing the limit was not always enough; inconclusive means no clear call, values can overlap the other calls; further: plate controls were buffer without enzyme for full effect and enzyme alone for no effect
GDH-TPI inh: counter-screen for M. tuberculosis FBA inhibitors: GDH-TPI coupled enzymes | GDH-TPI coupled enzyme counterscreen, NADH absorbance | inhibition, % at 4.8 µM | 360,000 compounds, 1.2% hits | AID 588335; in the data active means inhibition above about 30%;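 further: 0% = DMSO wells and 100% = wells lacking the enzyme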
Mtb UGM inh: Mtb UDP-galactopyranose mutase inhibition; P9WIQ1; AID 504406; inhibition, % at 10 µM; 320,000 compounds, 0.06% hits; purified UGM, fluorescence polarization probe displacement; in the data active means inhibition above about 10%, passing the limit was not always enough; inconclusive means no clear call, values can overlap the other calls
BioA inh: inhibitors of Mycobacterium tuberculosis BioA enzyme. purified M. tuberculosis BioA enzyme, plate reader. inhibition, % at 9.99 µM. 360,000 compounds, 0.096% hits; in the data active means inhibition above about 40%; inconclusive means no clear call, values can overlap the other calls
Mtb FBA inh: Mtb fructose-bisphosphate aldolase inhibition. P9WQA3. 360,000 compounds, 2.3% hits. inhibition, % at 1 µM. purified M. tuberculosis FBA, fluorescence read-out; in the data active means inhibition above about 27%;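 further: 0% = vehicle and 100% = reference inhibitor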
BoNT-A LC inh2: inhibitors of Botulinum neurotoxin A light chain protease; multiplex microsphere protease substrate cleavage, flow cytometry; inhibition, % at 10 µM; 360,000 compounds, 0.17% hits; AID 588499; further: plate controls were buffer without enzyme for full effect and enzyme alone for no effect
PfHsp40 rescue: rescue of PfHsp40-mediated yeast toxicity. S. cerevisiae expressing PfHsp40, growth rescue, ATP luminescence. growth rescue, % at 12.5 µM. 340,000 compounds, 0.68% hits. AID 504582; in the data active means growth rescue above about 28%, passing the limit was not always enough; inconclusive means no clear call, values can overlap the other calls;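 further: yeast W303a lacking pdr1 and pdr3 grown in galactose medium; growth measured after three days at 30 °C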
FadD28 FP inh: blocks FadD28 binding to the bisubstrate probe | fluorescence polarization | inhibition, % at 12.5 µM | 360,000 compounds, 0.22% hits | AID 588549; in the data active means inhibition above about 8.5%, passing the limit was not always enough; inconclusive means no clear call, values can overlap the other calls
Anthrax LF inh2: inhibitors of Bacillus anthracis lethal factor protease; inhibition, % at 10 µM; multiplex microsphere protease cleavage assay, LF; P15917; 360,000 compounds, 0.12% hits; further: plate controls were buffer without enzyme for full effect and enzyme alone for no effect
Target sequence (P15917 whole entry, looked up): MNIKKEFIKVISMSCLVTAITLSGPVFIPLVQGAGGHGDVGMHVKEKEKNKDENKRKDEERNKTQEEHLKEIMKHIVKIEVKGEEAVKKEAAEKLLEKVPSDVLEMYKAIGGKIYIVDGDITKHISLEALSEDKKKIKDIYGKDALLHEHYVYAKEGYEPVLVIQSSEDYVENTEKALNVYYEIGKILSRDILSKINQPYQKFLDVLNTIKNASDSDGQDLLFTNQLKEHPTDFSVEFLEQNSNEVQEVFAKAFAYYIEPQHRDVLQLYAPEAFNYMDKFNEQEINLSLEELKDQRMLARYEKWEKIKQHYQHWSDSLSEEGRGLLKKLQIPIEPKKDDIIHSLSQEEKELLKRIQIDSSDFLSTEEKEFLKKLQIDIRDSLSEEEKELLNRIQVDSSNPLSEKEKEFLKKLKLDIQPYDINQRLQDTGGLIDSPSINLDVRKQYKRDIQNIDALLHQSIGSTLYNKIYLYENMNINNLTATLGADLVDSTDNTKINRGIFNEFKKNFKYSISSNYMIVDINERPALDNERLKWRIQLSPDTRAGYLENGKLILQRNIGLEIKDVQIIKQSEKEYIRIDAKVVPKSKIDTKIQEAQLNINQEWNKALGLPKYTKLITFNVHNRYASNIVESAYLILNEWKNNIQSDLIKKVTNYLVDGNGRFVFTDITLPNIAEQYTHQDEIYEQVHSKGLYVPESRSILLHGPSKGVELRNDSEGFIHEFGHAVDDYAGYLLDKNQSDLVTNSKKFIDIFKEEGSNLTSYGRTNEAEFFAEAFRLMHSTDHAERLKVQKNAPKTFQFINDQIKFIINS
* = called active by the depositor; u = inconclusive; x = not tested or not shown. Unless noted, no stated cut-off is given here; in the data, active means inhibition above about 30%; inconclusive means no clear call, values can overlap the other calls; inactive means below that.

SMILES | BoNT-F LC inh | GDH-TPI inh | Mtb UGM inh | BioA inh | Mtb FBA inh | BoNT-A LC inh2 | PfHsp40 rescue | FadD28 FP inh | Anthrax LF inh2
CC1CCN(S(=O)(=O)c2ccc(C(=O)OC(C)C(=O)N(C)C3CCCCC3)cc2)CC1 (stereo unspecified) | -17 | 0 | -2.2 | -0.7 | -1 | -3.0 | 0.6 | -0.2 | -6
CCC1COCCS(=O)(=O)N1Cc1ccccc1F (stereo unspecified) | 4 | 20 | -2.0 | -3.4 | 2 | -0.1 | 0.0 | -0.3 | 9
Cc1cc([N+](=O)[O-])nn1CC(=O)NNC(=S)Nc1ccc(Cl)cc1 | -3 | -6 | 2.2 | -1.1 | 0 | -1.8 | -1.4 | -1.8 | -2
Cc1onc(-c2c(F)cccc2Cl)c1C(=O)NC(=S)NC1CCS(=O)(=O)C1 (stereo unspecified) | 3 | -1 | 0.1 | 0.2 | -3 | 0.3 | -0.5 | -0.1 | 6
COc1ccc(-c2ccc(CN3C(C(C)C)C(=O)N(Cc4cn(CC5CCCCC5)nn4)CCS3(=O)=O)cc2)cc1OC (stereo unspecified) | 2 | 2 | x | x | -1 | 0.2 | x | -1.7 | -10
COc1cccc(/C=N/NC(=O)c2cc(-c3cccn3C)n[nH]2)c1 | -12 | 4 | -0.7 | 0.3 | 2 | -1.3 | -1.1 | -6.3 | -10
Cc1ccc(CONC(=O)c2cccc(C)c2)cc1 | 1 | 1 | -0.3 | -0.7 | -3 | 1.8 | -0.2 | 0.3 | -2
NC(=O)c1ccc(Nc2nc(C(N)COCc3ccccc3)cs2)cc1 (stereo unspecified) | -4 | 7 | x | 2.2 | -1 | 0.1 | x | -3.8 | -4
COc1cccc(C(O)c2nc3ccccc3n2C(C)C)c1OC (stereo unspecified) | -12 | -3 | 1.4 | x | 7 | 1.6 | -0.8 | 1.3 | 0
Cc1ccccc1NC(=O)Cc1nc(COC(=O)Cc2c(F)cccc2Cl)cs1 | -5 | 2 | -0.5 | -4.8 | 0 | -1.4 | 0.9 | -0.8 | 1
Cc1ccc(S(=O)(=O)NCc2ccncc2)c(C)c1C | -3 | -2 | -0.6 | x | 2 | -1.1 | -0.2 | -0.4 | -10
O=C(NCC(c1ccco1)N1CCc2ccccc2C1)c1ccccc1Br (stereo unspecified) | -5 | -4 | 0.8 | 1.3 | -2 | -0.7 | 0.6 | -4.2 | 0
C1CCCCCC2(CCCCC1)OCC(CN1CCOCC1)O2 (stereo unspecified) | -4 | 12 | x | x | -1 | -0.2 | 0.1 | 1.2 | 0
Cn1c(=O)c2ccccc2n(CC(=O)NCCC2=CCCCC2)c1=O | 2 | -3 | -1.4 | 0.2 | 3 | 0.6 | -0.1 | -0.6 | -2
Nc1nc(SCc2nc3scc(-c4cccs4)c3c(=O)[nH]2)n[nH]1 | -5 | 10 | -0.6 | -3.1 | 3 | -0.5 | -1.2 | -4.5 | -9
COc1ccc(OCC(=O)NNC(=O)c2cccc(O)c2)cc1 | 2 | 6 | 1.4 | x | 0 | 0.3 | 0.9 | -0.7 | -1
Cc1cc(NCC(c2ccccc2)c2ccccc2)n2ncnc2n1 | -3 | 1 | 1.5 | 1.7 | -1 | -0.8 | -0.8 | -4.6 | 1
CC(C)CN1CCN(Cc2cccc3nccnc23)CC1CCO (stereo unspecified) | 0 | 2 | -1.0 | x | -4 | -0.1 | 0.5 | 0.8 | -1
COc1ccc(NC(=O)c2nnn(Cc3cccc(F)c3)c2N)c(OC)c1 | -2 | 0 | 0.3 | -2.0 | 0 | -0.4 | -0.3 | -1.0 | -8
Cc1ccsc1/C=N/NC(=O)CN1CCN(Cc2ccccc2)CC1 | u | 25 | 3.9 | x | 2 | -2.2 | 0.5 | -1.1 | 5
CC(=O)Nc1cccc(Oc2nc(NC(C)C)nc3cc(-c4ccccc4)sc23)c1 | -3 | 6 | x | -1.7 | 10 | 0.8 | x | -0.4 | 0
CCOC(=O)C1=C(c2ccccc2)Nc2ncnn2C1c1ccc(C(=O)O)cc1 (stereo unspecified) | -1 | 5 | 4.0 | -0.3 | -1 | 0.1 | 0.1 | -1.0 | -6
COc1ccc(CSc2nc3ccccc3c(=O)[nH]2)cc1F | -7 | -9 | -1.5 | x | 0 | -1.3 | -1.6 | -3.0 | -4
Cc1cc(C)c(C#N)c(Oc2ccc(F)cc2)n1 | x | 9 | 0.2 | x | 2 | x | -0.4 | -0.9 | x
Cc1cc(C)cc(-c2nnc(SCC(=O)Nc3cc(C)on3)o2)c1 | 10 | 4 | x | -1.7 | 3 | 7.0 | -0.5 | -1.0 | 1
Cc1ccc(-c2csc(/C(C#N)=C(\O)CN3CCN(C(=O)c4ccco4)CC3)n2)cc1 | 2 | 31* | 0.8 | 1.6 | 0 | 0.3 | 0.6 | u | 0
CN(c1ccccc1)S(=O)(=O)c1cccc(NC(=O)CCN2C(=O)C3CCCCC3C2=O)c1 (stereo unspecified) | 0 | -13 | 2.4 | x | 1 | 0.4 | -0.9 | -2.4 | 2
CC(C)OCCCNC(=O)c1ccc(NC(=O)C2CCCO2)cc1 (stereo unspecified) | 8 | -4 | 0.6 | x | -1 | -0.5 | -1.0 | -2.2 | -1
c1ccc(-c2nnnn2-c2ccccn2)cc1 | 6 | 8 | x | x | -4 | 0.3 | -0.1 | -3.8 | 1
CCN1C(=O)C2(C(C(=O)c3cc4ccccc4o3)=C(O)C(=O)N2CCCN2CCOCC2)c2ccccc21 (stereo unspecified) | -8 | 7 | 1.8 | x | 2 | -0.6 | -1.0 | -0.2 | -2
CCn1cc(C(=O)N2CCOCC2)c2ccccc21 | -4 | 6 | 1.6 | x | 1 | -0.3 | -0.4 | -1.9 | -2
N/C(=N\N=C\c1ccc2c(c1)OCO2)SC1CC(=O)N(c2ccc(C(=O)O)cc2)C1=O (stereo unspecified) | -7 | 5 | 0.3 | -0.2 | 3 | 0.3 | 0.3 | -0.7 | -2
COc1cc(CNCCc2ccc(S(N)(=O)=O)cc2)ccc1OCC(=O)NC1CCCCC1 | -5 | 1 | -2.4 | 0.4 | 1 | -0.3 | -0.4 | -0.4 | -1
O=C(CCCN1C(=O)/C(=C\c2cccs2)SC1=S)Nc1cc([N+](=O)[O-])ccc1O | -1 | 2 | 2.3 | -0.1 | -1 | 0.6 | -0.2 | -1.7 | 1
COc1ccc(OC)c(NC(=O)CCS(=O)(=O)c2cc3c(cc2C)NC(=O)CO3)c1 | -1 | 6 | -2.5 | -0.4 | 4 | -0.2 | 0.5 | -1.0 | -2
COC(=O)c1ccc(N(CC(=O)NC2CCCC2)C(=O)CNC(=O)c2ccco2)cc1 | 28 | 11 | 2.4 | -2.7 | -2 | 0.6 | 1.1 | 0.4 | 1
COC(=O)Cc1sc(-c2ccccn2)nc1-c1ccccc1 | -1 | 3 | -1.3 | x | 6 | -0.1 | -0.9 | -5.4 | 0
CCc1nc(SCC(=O)Nc2cc(C)on2)c2c(=O)n(C)c(=O)n(C)c2n1 | -10 | -2 | -0.1 | -1.6 | -3 | -0.9 | 0.6 | -1.7 | 0
CN(C)c1nc(Oc2ccc(=O)n(-c3ccccc3)n2)nc(N2CCOCC2)n1 | 0 | 8 | 0.6 | 12 | 4 | u | 1.6 | 1.6 | 0
CCCCN(CC)C(=O)Cn1cnc2sc(C)c(S(=O)(=O)N3CCC(C)CC3)c2c1=O | -3 | 8 | 2.2 | -1.0 | -2 | -1.0 | 0.7 | -0.3 | 0

Continued, starting with the last 6 of the part before.
SMILES | BoNT-F LC inh | GDH-TPI inh | Mtb UGM inh | BioA inh | Mtb FBA inh | BoNT-A LC inh2 | PfHsp40 rescue | FadD28 FP inh | Anthrax LF inh2
COc1ccc(OC)c(NC(=O)CCS(=O)(=O)c2cc3c(cc2C)NC(=O)CO3)c1 | -1 | 6 | -2.5 | -0.4 | 4 | -0.2 | 0.5 | -1.0 | -2
COC(=O)c1ccc(N(CC(=O)NC2CCCC2)C(=O)CNC(=O)c2ccco2)cc1 | 28 | 11 | 2.4 | -2.7 | -2 | 0.6 | 1.1 | 0.4 | 1
COC(=O)Cc1sc(-c2ccccn2)nc1-c1ccccc1 | -1 | 3 | -1.3 | x | 6 | -0.1 | -0.9 | -5.4 | 0
CCc1nc(SCC(=O)Nc2cc(C)on2)c2c(=O)n(C)c(=O)n(C)c2n1 | -10 | -2 | -0.1 | -1.6 | -3 | -0.9 | 0.6 | -1.7 | 0
CN(C)c1nc(Oc2ccc(=O)n(-c3ccccc3)n2)nc(N2CCOCC2)n1 | 0 | 8 | 0.6 | 12 | 4 | u | 1.6 | 1.6 | 0
CCCCN(CC)C(=O)Cn1cnc2sc(C)c(S(=O)(=O)N3CCC(C)CC3)c2c1=O | -3 | 8 | 2.2 | -1.0 | -2 | -1.0 | 0.7 | -0.3 | 0
COc1cc2c(cc1OC)CC(C(=O)NCc1ccccc1)NC2 (stereo unspecified) | 20 | -7 | 1.3 | 3.0 | 3 | 1.2 | -0.1 | -1.0 | -4
COc1ccc(C)cc1S(=O)(=O)n1cnc(C)c1 | 12 | -2 | -1.0 | -3.0 | 1 | 0.8 | -0.6 | 0.3 | 12
CCOc1cc(C2C(C#N)=C(N)OC3CCCC(=O)C32)ccc1OCCN1CCOCC1 (stereo unspecified) | -5 | 10 | 2.4 | 0.2 | 1 | 1.6 | -0.4 | -2.5 | 2
COc1ccc(CC(=O)OCC(=O)Nc2ccc(N3CCOCC3)cc2)cc1 | -21 | -7 | -4.0 | x | -2 | 0.4 | -0.7 | -3.9 | -21
N#Cc1nc(-c2ccc(OCc3ccccc3)cc2)oc1N1CCOCC1 | 2 | 8 | -10 | -0.8 | 7 | -0.1 | 0.3 | -2.7 | 0
CCOc1cc(C(=O)N(CC)CC(=O)Nc2ccc3c(c2)OCCO3)ccc1OC | -12 | 1 | -1.7 | 5.1 | 4 | -0.8 | -0.7 | -1.4 | -5
O=C(COC(=O)C12CC3CC(CC(C3)C1)C2)Nc1ccc([N+](=O)[O-])cc1Br | 1 | -5 | 2.9 | -2.4 | -5 | -0.1 | 1.5 | -5.1 | 0
O=C(O)C1CCCCC1C(=O)Nc1cccc(Br)c1 (stereo unspecified) | 7 | 14 | 0.8 | 0.1 | 2 | 1.5 | -2.7 | -2.0 | -5
CCOc1ccc(CCNC(=O)C(C)N2C(=O)CC(C)(C)Sc3ccccc32)cc1 (stereo unspecified) | 3 | 17 | -2.3 | -0.7 | -3 | 0.5 | -0.9 | x | 5
Cc1ccccc1-n1c(SCC(=O)N(C)C2CCS(=O)(=O)C2)nc2ccccc2c1=O (stereo unspecified) | -1 | -3 | 0.0 | 60* | -3 | -0.1 | -0.4 | -2.9 | -3
N/C(=N/O)c1nc(N2CCCC2)nc(N2CCCC2)n1 | -8 | 9 | x | -4.6 | 2 | -0.8 | 0.0 | -1.4 | -2
Cc1cccc(NC(=O)Nc2ccc3c(c2)CCC3)c1 | -3 | 6 | -2.8 | -0.8 | 2 | 0.9 | 0.3 | -0.7 | 3
CCCc1ccc(S(=O)(=O)NCC2CCCN2CC)cc1 (stereo unspecified) | 17 | 5 | 0.3 | -0.8 | 1 | -3.6 | 0.5 | 0.5 | -5
O=C(N/N=C/c1cccc2ccccc12)c1n[nH]c2c1CCCC2 | 0 | 18 | -2.4 | x | 4 | -1.5 | 0.0 | -1.4 | 0
Cc1ccc(S(=O)(=O)c2c(C)cc(C)nc2Cl)cc1 | 10 | 2 | 3.0 | x | -2 | 0.1 | -0.8 | -4.2 | 0
CN1CCC(=NNc2ncnc3sc4c(c23)CCCC4)CC1 | -17 | -1 | 1.2 | 1.6 | -1 | -0.9 | 0.1 | -3.7 | -3
Cc1ccccc1NC(=O)NC1(C(=O)N2CCC(O)CC2)CCCCC1 | -3 | 3 | -2.1 | -1.2 | -1 | 0.7 | -0.1 | -1.9 | 4
CCOc1ccc2[nH]c(=O)c(CN(Cc3ccco3)Cc3nnnn3Cc3ccccc3)cc2c1 | -2 | 21 | 2.9 | 1.4 | 19 | -0.7 | 1.2 | 0.6 | -4
